EPAC1 agonist: activates human EPAC1 exchange factor; AID 720707; Potency, µM (doses to about 154 µM), inactives show top-dose activation, most hits filed as activators; EPAC1 agonist qHTS, biochemical assay; response scale: 100% = response to 6.5 mM cAMP; O95398; 360,000 compounds, 0.073% hits; further: potency means the concentration at half of the fitted maximal effect; nearly all actives have a fitted effect of over 60% in size
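Multi-concentration qHTS readout: loss of Rap1B-bound BODIPY-GDP fluorescence driven by 100 nM EPAC1 with excess GDP (50 uM), monitored kinetically at room temperature; agonist response expressed relative to 6.5 mM cAMP.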
EPAC1 antagonist: EPAC1 (human) antagonism | O95398 | EPAC1 GEF assay, Rap1b-BODIPY-GDP exchange fluorescence | Potency, µM (doses to about 115 µM), for the others: top-dose activity change, negative = inhibition, actives largely listed as inhibitors | 360,000 compounds, 0.14% hits;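 further: potency means the concentration at half of the fitted maximal effect; plate controls were vehicle for no effect and positive control for full effect; nearly all actives have a fitted effect of over 50% in size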
Abeta rescue: A-beta toxicity reversal in yeast. AID 1347071. 410,000 compounds, 0.063% hits. yeast expressing A-beta42, growth rescue, OD600, 48 h; response scale: 0% DMSO, 100% iron-clioquinol control. Potency, µM (doses to about 46.1 µM), without a hit: at the highest dose growth rescue, hits mostly activators; further: potency means the concentration at half of the fitted maximal effect; nearly all actives have a fitted effect of over 55% in size
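Yeast A-beta toxicity model in growth medium with pinned compounds, 48 h at 30 C; growth read as absorbance at 600 nm. Normalized to FeCl3/clioquinol equimolar mix (positive) and DMSO (negative).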
WRN helicase inh: blocks human WRN helicase | 360,000 compounds, 0.46% hits | Potency, µM (top dose mostly 114 µM), for inactives: at the highest dose activity change, negative = inhibition, actives largely listed as inhibitors | Q14191 | WRN helicase unwinding, fluorescent forked duplex, kinetic; further: potency means the concentration at half of the fitted maximal effect; on the % scale 0 is the no-effect control and ±100 the full control effect; nearly all actives have a fitted effect of over 55% in size
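WRN at 20 nM final was preincubated with compound for 15 min at room temperature; reaction started with 100 nM forked duplex oligonucleotide carrying fluorophore and quencher plus 2 mM ATP (final). Unwinding followed kinetically by red fluorescence (ex 525/em 598 nm).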
IL2 activator: activates IL-2 in a cell-based reporter assay. IL-2 activation reporter assay, cell-based qHTS; stimulated with anti-CD3/CD4/CD28 beads; in transgenic mouse T cells. activation, % (series mostly up to about 46 µM). 360,000 compounds, 0.065% hits; in the data active means activation above about 50%; inconclusive means mostly about 30% to 49%; further: 0% is about no effect
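Unstimulated transgenic mouse T cells preincubated 60 min with compound, then stimulated with anti-CD3/anti-CD4-coated beads plus anti-CD28 for 18 h at 37 degrees C. IL-2 response read as EGFP and DsRed fluorescence by plate cytometry.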
FUS yeast rescue: suppressors of FUS proteinopathy in yeast. Potency, µM (titrated, usually from 76.6 µM), inactives show at the highest dose growth rescue (activation), most hits filed as activators. 390,000 compounds, 0.24% hits. S. cerevisiae FUS-expressing, growth rescue, OD600, 24 h. AID 1347120;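 further: potency means the concentration at half of the fitted maximal effect; plate controls were DMSO vehicle for no effect and reference control for full effect; nearly all actives have a fitted effect of over 55% in size; some results filed as inactive show a strong effect at the top dose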
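S. cerevisiae expressing FUS from galactose induction served as the toxicity model. Growth after 24hr at 30C, read as absorbance at 600 nm, indicates suppression of toxicity; compounds dosed at several concentrations.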
PI5P4K alpha inh: PI5P4K alpha (human) kinase inhibition; PI5P4Kalpha enzyme, ADP-Glo luminescence, 60 min; stronger effect = lower value; max response, %; 330,000 compounds, 1.2% hits; active means max response of -50% or lower; inconclusive means between -30% and -50%; inactive means -30% or higher; further: value at the top dose of about 77 µM; on the % scale 0 is the no-effect control and ±100 the full control effect
Target sequence (P48426 whole entry, looked up): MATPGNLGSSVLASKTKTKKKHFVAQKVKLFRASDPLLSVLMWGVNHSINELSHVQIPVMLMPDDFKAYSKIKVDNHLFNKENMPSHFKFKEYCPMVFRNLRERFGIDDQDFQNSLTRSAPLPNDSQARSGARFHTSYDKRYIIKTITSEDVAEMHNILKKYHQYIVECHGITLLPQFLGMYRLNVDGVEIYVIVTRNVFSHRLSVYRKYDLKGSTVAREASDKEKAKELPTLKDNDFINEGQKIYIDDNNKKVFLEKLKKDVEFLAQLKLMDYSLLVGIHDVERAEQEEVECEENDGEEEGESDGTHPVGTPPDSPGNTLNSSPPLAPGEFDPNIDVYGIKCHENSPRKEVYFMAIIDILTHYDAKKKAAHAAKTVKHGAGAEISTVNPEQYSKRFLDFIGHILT
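PI5P4Kalpha ADP-Glo assay; 5 microM ATP final; 60 min RT reaction; HEPES pH 7.4/EGTA/CHAPS, 5% DMSO; controls lacking substrate or enzyme; luminescent end-point.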
PLK1 PBD inh: PLK1 (human) polo-box domain binding inhibition; 360,000 compounds, 2.8% hits; Potency, µM, for inactives: max response, negative = inhibition, hits mostly inhibitors; Plk1 PBD binding of FITC phosphopeptide, fluorescence polarization; P53350; further: potency means the concentration at half of the fitted maximal effect; series mostly up to about 57 µM; on the % scale 0 is the no-effect control and ±100 the full control effect; nearly all actives have a fitted effect of over 65% in size
Target sequence (P53350 whole entry, looked up, the tested form may be a part): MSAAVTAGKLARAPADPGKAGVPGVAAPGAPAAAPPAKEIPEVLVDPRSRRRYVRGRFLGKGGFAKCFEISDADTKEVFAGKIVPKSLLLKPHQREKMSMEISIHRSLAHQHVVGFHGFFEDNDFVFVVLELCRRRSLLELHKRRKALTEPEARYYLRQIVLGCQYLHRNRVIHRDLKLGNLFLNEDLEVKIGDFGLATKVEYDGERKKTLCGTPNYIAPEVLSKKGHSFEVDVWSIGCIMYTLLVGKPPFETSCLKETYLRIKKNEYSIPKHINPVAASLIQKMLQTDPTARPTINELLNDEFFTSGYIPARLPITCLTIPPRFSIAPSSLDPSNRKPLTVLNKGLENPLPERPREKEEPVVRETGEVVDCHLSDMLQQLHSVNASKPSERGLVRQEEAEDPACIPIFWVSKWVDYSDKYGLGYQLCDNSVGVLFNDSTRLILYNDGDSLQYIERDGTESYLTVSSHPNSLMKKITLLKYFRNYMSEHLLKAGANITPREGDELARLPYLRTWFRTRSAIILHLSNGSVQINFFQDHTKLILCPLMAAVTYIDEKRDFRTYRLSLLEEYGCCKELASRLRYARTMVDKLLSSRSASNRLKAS
* = called active by the depositor. Unless noted, the call rests on the fitted dose curve; in most records, active means well fitted curve in the direction sought with a large enough effect; inconclusive means small, poorly fitted or top-dose-only effect, or another doubt; inactive means no such curve, though single readings can be large; an effect the other way counts as inactive or inconclusive.

Results for COc1cc(NC(=O)c2cccs2)c(C(=O)OCC(=O)NC(=O)NC(C)(C)C)cc1OC ?
EPAC1 agonist: -1%; EPAC1 antagonist: 10%; Abeta rescue: -1%; WRN helicase inh: -3%; IL2 activator: 0.7; FUS yeast rescue: 31%; PI5P4K alpha inh: 1; PLK1 PBD inh: -2%

Results for CCOc1ccc(NC(=O)CN(C)C(=O)CN2C(=O)NC3(CCCC3)C2=O)cc1OCC ?
EPAC1 agonist: 7%; EPAC1 antagonist: -2%; Abeta rescue: 5%; WRN helicase inh: -5%; IL2 activator: -0.5; FUS yeast rescue: 19%; PI5P4K alpha inh: 3; PLK1 PBD inh: 0%

Results for O=C(CN1C(=O)c2ccccc2S1(=O)=O)NC(Nc1ccccc1F)C(Cl)(Cl)Cl (stereo unspecified) ?
EPAC1 agonist: 2%; EPAC1 antagonist: -15%; Abeta rescue: 8%; WRN helicase inh: -10%; IL2 activator: -0.3; FUS yeast rescue: 21%; PI5P4K alpha inh: 0; PLK1 PBD inh: -6%

How did CCN1CCN(C(c2ccc(OC)c(OC)c2)c2nnnn2C(C)(C)C)CC1 (stereo unspecified) do in these assays?
EPAC1 agonist: -14%; EPAC1 antagonist: -3%; Abeta rescue: 6%; WRN helicase inh: -5%; IL2 activator: -1.0; FUS yeast rescue: 25%; PI5P4K alpha inh: 3; PLK1 PBD inh: inconclusive

What do the screens show for `COc1cccc(OC)c1C(=O)Nc1ccc(C)cc1C(=O)c1ccccc1`?
EPAC1 agonist: 8%; EPAC1 antagonist: -15%; Abeta rescue: -14%; WRN helicase inh: -2%; IL2 activator: 0.0; FUS yeast rescue: 21%; PI5P4K alpha inh: 5; PLK1 PBD inh: 0%

What do the screens show for `COC(=O)C1=C(C)NC(=O)/C1=C\c1cccs1`?
EPAC1 agonist: 7%; EPAC1 antagonist: -5%; Abeta rescue: 3%; WRN helicase inh: -9%; IL2 activator: -1.4; FUS yeast rescue: -21%; PI5P4K alpha inh: -8; PLK1 PBD inh: -6%

How did O=C(CCN1C(=O)c2ccccc2S1(=O)=O)NCc1ccccc1 do in these assays?
EPAC1 agonist: -1%; EPAC1 antagonist: -12%; Abeta rescue: 2%; WRN helicase inh: -8%; IL2 activator: 1.3; FUS yeast rescue: -7%; PI5P4K alpha inh: 2; PLK1 PBD inh: 4%

What do the screens show for `COc1ccccc1NC(=O)C1CC(C(C)C)OC1=O` (stereo unspecified)?
EPAC1 agonist: 2%; EPAC1 antagonist: 1%; Abeta rescue: -21%; WRN helicase inh: -3%; IL2 activator: -0.5; FUS yeast rescue: -17%; PI5P4K alpha inh: 1; PLK1 PBD inh: -2%

What do the screens show for `O=C(C[n+]1cc(-c2ccc(F)cc2)n2c1CCC2)N1c2ccccc2Sc2ccccc21`?
EPAC1 agonist: 5%; EPAC1 antagonist: 23%; Abeta rescue: -6%; WRN helicase inh: -13%; IL2 activator: 2.6; FUS yeast rescue: 17%; PI5P4K alpha inh: -5; PLK1 PBD inh: 2%

What do the screens show for `O=C(NCC(=O)N(c1cccnc1)C(C(=O)NC1CCCCC1)c1cccnc1)c1ccco1` (stereo unspecified)?
EPAC1 agonist: -2%; EPAC1 antagonist: 15%; Abeta rescue: 1%; WRN helicase inh: -3%; IL2 activator: -1.6; FUS yeast rescue: 9%; PI5P4K alpha inh: -6; PLK1 PBD inh: 2%

Results for Cc1ccc2cc3cc(C(=O)N4CCCCCC4)oc3nc2c1 ?
EPAC1 agonist: 1%; EPAC1 antagonist: 3%; Abeta rescue: -16%; WRN helicase inh: -9%; IL2 activator: 2.4; FUS yeast rescue: -1%; PI5P4K alpha inh: 1; PLK1 PBD inh: -4%

Results for Cc1ccccc1C(=O)Oc1ccc2ccc(O)cc2c1 ?
EPAC1 agonist: 9%; EPAC1 antagonist: -22%; Abeta rescue: -9%; WRN helicase inh: -9%; IL2 activator: -0.2; FUS yeast rescue: -11%; PI5P4K alpha inh: -1; PLK1 PBD inh: -1%

What do the screens show for `Cc1ccc(NC(=O)Nc2ccc(C(=O)N3CCOCC3)cc2)cc1`?
EPAC1 agonist: -4%; EPAC1 antagonist: -2%; Abeta rescue: 20%; WRN helicase inh: -8%; IL2 activator: 0.4; FUS yeast rescue: 21%; PI5P4K alpha inh: 1; PLK1 PBD inh: 0%

What do the screens show for `COc1ccc(N(Cc2ccccc2)S(=O)(=O)c2cccc(C(=O)O)c2)cc1`?
EPAC1 agonist: -2%; EPAC1 antagonist: 1%; Abeta rescue: 17%; WRN helicase inh: -5%; IL2 activator: -0.6; FUS yeast rescue: -19%; PI5P4K alpha inh: -12; PLK1 PBD inh: -6%

How did CCN(Cc1ccccc1)C(=O)CCc1nc(-c2ccc(C)cc2)no1 do in these assays?
EPAC1 agonist: 8%; EPAC1 antagonist: -4%; Abeta rescue: -14%; WRN helicase inh: -10%; IL2 activator: 0.1; FUS yeast rescue: 33%; PI5P4K alpha inh: -6; PLK1 PBD inh: -7%

How did Cc1ccc(N2CC(C(=O)N3CCC4(CC3)CC(=O)c3ccccc3O4)CC2=O)cc1C (stereo unspecified) do in these assays?
EPAC1 agonist: -1%; EPAC1 antagonist: -13%; Abeta rescue: 9%; WRN helicase inh: -9%; IL2 activator: -5.0; FUS yeast rescue: 11%; PI5P4K alpha inh: 9; PLK1 PBD inh: -5%

What do the screens show for `CCC1CCCCN1CC(=O)c1c(C)[nH]c2cc(C)ccc12` (stereo unspecified)?
EPAC1 agonist: 10%; EPAC1 antagonist: 0%; Abeta rescue: 7%; WRN helicase inh: 2%; IL2 activator: -0.5; FUS yeast rescue: 8%; PI5P4K alpha inh: -5; PLK1 PBD inh: 0%

What do the screens show for `CCOC(=O)c1ccc(Oc2nc(NC)nc(SC)n2)cc1`?
EPAC1 agonist: 9%; EPAC1 antagonist: 7%; Abeta rescue: -20%; WRN helicase inh: -6%; IL2 activator: 0.6; FUS yeast rescue: 7%; PLK1 PBD inh: -3%

How did CCOC(=O)N/N=C/c1ccc(Oc2ccccc2)cc1 do in these assays?
EPAC1 agonist: -2%; EPAC1 antagonist: -22%; Abeta rescue: inconclusive; WRN helicase inh: -2%; IL2 activator: 1.1; FUS yeast rescue: -21%; PI5P4K alpha inh: 3; PLK1 PBD inh: 1%

How did O=C(Nc1ccccc1Cl)NC1(C(=O)NCc2cccnc2)CCCCC1 do in these assays?
EPAC1 agonist: -2%; EPAC1 antagonist: 8%; Abeta rescue: -10%; WRN helicase inh: 7%; IL2 activator: 0.1; FUS yeast rescue: 28%; PI5P4K alpha inh: 3; PLK1 PBD inh: -2%

What do the screens show for `COc1ccc(/C=C/C(=O)Nc2ccc(S(=O)(=O)N3CCOCC3)cc2)c(OC)c1`?
EPAC1 agonist: 2%; EPAC1 antagonist: -12%; Abeta rescue: -13%; WRN helicase inh: -16%; IL2 activator: -0.7; FUS yeast rescue: inconclusive; PI5P4K alpha inh: -2; PLK1 PBD inh: -5%

How did COC(=O)c1ccccc1NC(=O)Cn1cnc2c(cnn2-c2ccccc2)c1=O do in these assays?
EPAC1 agonist: 0%; EPAC1 antagonist: 3%; Abeta rescue: 7%; WRN helicase inh: 0%; IL2 activator: -2.0; FUS yeast rescue: -10%; PLK1 PBD inh: -11%

How did CN(C)CCCNS(=O)(=O)c1ccc(Cl)s1 do in these assays?
EPAC1 agonist: 5%; EPAC1 antagonist: -2%; Abeta rescue: 6%; WRN helicase inh: 3%; IL2 activator: -1.7; FUS yeast rescue: 16%; PI5P4K alpha inh: -3; PLK1 PBD inh: -12%

What do the screens show for `Cc1ccc(CCNC(=O)CCS(=O)(=O)c2ccc(Br)cc2)cc1`?
EPAC1 agonist: -3%; EPAC1 antagonist: -7%; Abeta rescue: -4%; WRN helicase inh: 6%; IL2 activator: -0.9; FUS yeast rescue: -27%; PI5P4K alpha inh: 3; PLK1 PBD inh: -14%

How did CCN(Cc1cnn(C)c1)Cc1nc(C2(c3ccc(C)cc3)CCCC2)no1 do in these assays?
EPAC1 agonist: -3%; EPAC1 antagonist: 4%; Abeta rescue: -20%; WRN helicase inh: -12%; IL2 activator: -0.8; FUS yeast rescue: -3%; PI5P4K alpha inh: 11; PLK1 PBD inh: -14%

How did COc1nc(Nc2ccc(OC)c(Cl)c2)nc(OC)n1 do in these assays?
EPAC1 agonist: 1%; EPAC1 antagonist: 2%; Abeta rescue: -4%; WRN helicase inh: -13%; IL2 activator: -0.5; FUS yeast rescue: -9%; PI5P4K alpha inh: -6; PLK1 PBD inh: 0%

How did O=C(NCc1cccnc1)c1cc(-c2ccco2)on1 do in these assays?
EPAC1 agonist: 9%; EPAC1 antagonist: -1%; Abeta rescue: -12%; WRN helicase inh: -8%; IL2 activator: -2.6; FUS yeast rescue: 17%; PLK1 PBD inh: -7%

How did O=C(CN1CCN(c2nc(-c3ccccc3)cs2)CC1)Nc1ccc2c(c1)OCO2 do in these assays?
EPAC1 agonist: 14%; EPAC1 antagonist: 5%; Abeta rescue: 0%; WRN helicase inh: -9%; IL2 activator: -0.4; FUS yeast rescue: 16%; PLK1 PBD inh: 1%

Results for O=C(COC(=O)C(O)c1ccccc1)c1ccc2c(c1)OCCO2 (stereo unspecified) ?
EPAC1 agonist: -3%; EPAC1 antagonist: 2%; Abeta rescue: 23%; WRN helicase inh: 7%; IL2 activator: 0.7; FUS yeast rescue: 4%; PI5P4K alpha inh: 0; PLK1 PBD inh: -1%

A run of entries of the results above, as a working copy:
How did O=C(CCN1C(=O)c2ccccc2S1(=O)=O)NCc1ccccc1 do in these assays?
EPAC1 agonist: -1%; EPAC1 antagonist: -12%; Abeta rescue: 2%; WRN helicase inh: -8%; IL2 activator: 1.3; FUS yeast rescue: -7%; PI5P4K alpha inh: 2; PLK1 PBD inh: 4%

What do the screens show for `COc1ccccc1NC(=O)C1CC(C(C)C)OC1=O` (stereo unspecified)?
EPAC1 agonist: 2%; EPAC1 antagonist: 1%; Abeta rescue: -21%; WRN helicase inh: -3%; IL2 activator: -0.5; FUS yeast rescue: -17%; PI5P4K alpha inh: 1; PLK1 PBD inh: -2%

2 compounds drawn at random from those above, as already listed:
How did CN(C)CCCNS(=O)(=O)c1ccc(Cl)s1 do in these assays?
EPAC1 agonist: 5%; EPAC1 antagonist: -2%; Abeta rescue: 6%; WRN helicase inh: 3%; IL2 activator: -1.7; FUS yeast rescue: 16%; PI5P4K alpha inh: -3; PLK1 PBD inh: -12%

Results for O=C(COC(=O)C(O)c1ccccc1)c1ccc2c(c1)OCCO2 (stereo unspecified) ?
EPAC1 agonist: -3%; EPAC1 antagonist: 2%; Abeta rescue: 23%; WRN helicase inh: 7%; IL2 activator: 0.7; FUS yeast rescue: 4%; PI5P4K alpha inh: 0; PLK1 PBD inh: -1%

Screening results from PubChem BioAssay.
